From PubChem
LEDGF integ inh = blockers of LEDGF/p75-dependent integrase strand transfer – biochemical, TR-FRET, high throughput, primary screen; HIV-1 integrase (with human LEDGF/p75); TR-FRET IN-LEDGF/p75 DNA integration, Eu/Cy5; inhibition, % at 3.7 µM; 370,000 tested, 0.64% active;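 active = inhibition above the screen-wide mean plus 3 SD, cut at about 13% in these data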;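 note: signal is the Cy5 over europium emission ratio at 671 and 618 nm; 0% = plate median of compound wells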
PRMT1 FP inh = PRMT1 methyltransferase inhibitors, primary screen, biochemical, fluorescence polarization. 370,000 tested, 1.3% active. inhibition, % at 2.79 µM. recombinant PRMT1, activity-based probe fluorescence polarization. Protein arginine N-methyltransferase 1 (Homo sapiens), Q99873;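 active = inhibition above about 21% made by adding two undisclosed values, limit read from the data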
Target sequence (Q99873 whole entry, looked up): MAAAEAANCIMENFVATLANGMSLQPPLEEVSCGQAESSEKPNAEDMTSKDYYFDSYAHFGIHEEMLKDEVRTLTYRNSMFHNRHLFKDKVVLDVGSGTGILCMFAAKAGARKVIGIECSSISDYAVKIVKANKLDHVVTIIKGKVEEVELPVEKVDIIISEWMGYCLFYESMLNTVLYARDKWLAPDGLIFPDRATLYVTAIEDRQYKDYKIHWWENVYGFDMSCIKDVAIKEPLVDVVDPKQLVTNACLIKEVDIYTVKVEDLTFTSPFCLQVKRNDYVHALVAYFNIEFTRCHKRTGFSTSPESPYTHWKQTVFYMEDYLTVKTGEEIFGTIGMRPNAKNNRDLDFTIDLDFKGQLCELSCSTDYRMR
rCAG binder = binders of r(CAG) RNA repeats, primary screen, biochemical, fluorescence; r(CAG) RNA repeat, TO-PRO-1 dye displacement fluorescence; inhibition, % at 3 µM; 370,000 tested, 1.3% active;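 active = inhibition above the plate cutoff, the mean of all test compounds on that plate plus 3 SD, cut at about 35% in these data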;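 note: 0% = DMSO alone and 100% = 100 µM mitoxantrone as full dye displacement; higher means more dye released from RNA so lower well fluorescence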
TDP2 absorb = human TDP2 enzyme inhibitors, primary screen, biochemical, epi absorbance, recombinant enzyme; Tyrosyl-DNA phosphodiesterase 2 (Homo sapiens), O95551; T5PNP hydrolysis, p-nitrophenol absorbance 415 nm; inhibition, % at 12.8 µM; 370,000 tested, 0.34% active; AID 720702, 2013;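 active = inhibition above the mean of all tested compounds plus 3 SD, set per campaign, cut at about 25% in these data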;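 note: 0% = DMSO with enzyme and 100% = buffer with substrate but no TDP2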
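Read-out basis: percent inhibition. System: recombinant human TDP2. Buffer or medium: Mg2+-containing Tris-HCl buffer, pH 7.5. Repeats: single replicate. Timing: reaction 2 h, 37 °C. Benchmarks: high control without enzyme, low control DMSO plus TDP2. Probe or stimulus: 5 mM T5PNP. Doses: 12.8 µM only. Measured by: epi absorbance of p-nitrophenol freed from T5PNP by hydrolysis.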
SIAE primary = human SIAE inhibitors, primary screen, biochemical, fluorescence polarization, FP-Rh probe, 1536-well HTS; Sialate O-acetylesterase (Homo sapiens), Q9HAT2; SIAE FP-Rh probe binding; inhibition, % at 9.66 µM; 370,000 tested, 0.69% active; AID 1053197, 2014;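 active = inhibition above a cutoff: mean of compounds within the control limits plus 3 SD of those, cut at about 17% in these data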;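 note: 0% = plate median of compound wells and 100% = probe without SIAE protein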
ABHD4 inh = ABHD4 inhibitors, primary screen, biochemical, fluorescence polarization, mouse; inhibition, % at 8.92 µM; purified mABHD4, FP-Rh probe fluorescence polarization; 370,000 tested, 0.54% active; (Lyso)-N-acylphosphatidylethanolamine lipase (Mus musculus), Q8VD66;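 active = inhibition exceeding the mean over every tested compound plus 3 SD, cut at about 30% in these data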;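 note: 0% = plate median of compound wells and 100% = S159A mutant with DMSO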
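Test system: mouse ABHD4 enzyme, wild type. Reagent: FP-Rh fluorescent activity-based probe, added after compound pre-incubation. Timing: pre-incubation 45 min, probe exposure 60 min, at 25 °C. Technique: FP readout, ex 525 nm / em 598 nm. Benchmarks: high control S159A mutant with DMSO, low control median of compound wells.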
MBD2 inh = inhibitors of MBD2 binding to methylated DNA, primary screen, biochemical, TR-FRET, DNA-binding domain, human. Methyl-CpG-binding domain protein 2 (Homo sapiens), Q9UBB5. MBD2 binding to methylated oligonucleotide. inhibition, % at 4.4 µM. 370,000 tested, 0.31% active; in the data active = inhibition above about 13%
Target sequence (Q9UBB5 whole entry, looked up, the tested form may be a part): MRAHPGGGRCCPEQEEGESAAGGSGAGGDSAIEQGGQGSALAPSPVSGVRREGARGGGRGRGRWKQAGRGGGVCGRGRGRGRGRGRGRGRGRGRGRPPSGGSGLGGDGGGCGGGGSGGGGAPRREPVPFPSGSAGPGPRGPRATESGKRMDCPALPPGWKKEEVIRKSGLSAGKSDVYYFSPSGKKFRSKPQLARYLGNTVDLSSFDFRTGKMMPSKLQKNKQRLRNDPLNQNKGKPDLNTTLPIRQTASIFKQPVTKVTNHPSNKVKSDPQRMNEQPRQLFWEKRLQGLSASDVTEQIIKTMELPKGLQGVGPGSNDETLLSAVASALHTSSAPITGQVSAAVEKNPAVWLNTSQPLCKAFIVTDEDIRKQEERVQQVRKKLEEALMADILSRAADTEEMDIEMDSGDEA
HTRA1 inh = HTRA1 serine protease inhibitors, primary screen, biochemical, fluorescence polarization, HTS | recombinant HTRA1, FP-rhodamine activity-based probe | 340,000 tested, 0.5% active | Q92743 | inhibition, % at 5.96 µM | AID 504803, 2011; in the data active = inhibition above about 36%;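 note: 0% = enzyme with DMSO and 100% = wells lacking enzyme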
GC-B act = human GC-B receptor activators, primary screen, HEK293 GC-B cells, cGMP TR-FRET, EC30 CNP | 370,000 tested, 0.11% active | activation, % at 10 µM | 0% at EC30 CNP, 100% saturating CNP | AID 1920062, 2024 | Atrial natriuretic peptide receptor 2 (Homo sapiens), P20594;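 active = activation at 10 µM reaching about 35% in either raw or pattern-adjusted values, limit read from the data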
TCR-CD3 inh = inhibitors of human TCR-CD3 interaction, primary screen, biochemical, fluorescence, TAMRA-labeled TCR probe; inhibition, % at 9.4 µM; 360,000 tested, 0.37% active; T-cell receptor (TCR); AID 651800, 2012; in the data active = inhibition above about 19%;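 note: recombinant mutant TCR 2C K166C tagged with TAMRA read by polarization; 0% = receptor in buffer alone and 100% = receptor with positive control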
The depositor's hits bear a star; . = not tested or not shown.

Sequence of screens: LEDGF integ inh, PRMT1 FP inh, rCAG binder, TDP2 absorb, SIAE primary, ABHD4 inh, MBD2 inh, HTRA1 inh, GC-B act, TCR-CD3 inh
Cc1cccc(N(C(=O)Cc2cccs2)C(C(=O)NC2CCCC2)c2ccsc2)c1 (stereo not given)
 : 0.8, 0.5, -3.6, 0.2, 1.3, -15.8, -3.4, 0.2, -14.4, -6.9
COc1ccccc1NC(=O)/C(C#N)=C/C=C/c1ccco1
 : 25.0*, 28.4*, 27.4, -0.3, -1.6, 14.9, 6.1, 3.1, 2.0, -2.1
N#C/C(=C/c1ccc(-c2ccc(S(=O)(=O)N3CCOCC3)cc2)o1)C(=O)NC1CC1
 : -3.1, 3.5, 12.4, -12.9, -4.4, 4.1, -6.0, -14.0, 7.7, 6.2
CCOC(=O)CN(c1ccccn1)S(=O)(=O)c1ccccc1
 : 1.4, 1.4, 0.0, -10.8, -5.0, -10.2, -1.6, -1.7, -3.0, 4.1
O=C(NCc1ccco1)C1CC(=O)N(CCc2ccccc2)C1 (stereo not given)
 : 0.9, -0.3, 3.0, -0.7, 4.7, -2.9, -3.8, 1.4, -0.3, 8.4
CC(=O)c1ccc(S(=O)(=O)N2CCN(c3ccnc4cc(Cl)ccc34)CC2)cc1
 : -2.7, 0.1, 6.8, -5.8, -7.3, -6.8, -5.2, -23.5, -7.0, 7.5
COc1ccc2[nH]c(=O)c(CN(C(=O)c3ccncc3)C(C)(C)C)cc2c1
 : 0.9, 0.7, 0.2, -1.7, -2.8, 0.0, 3.0, -0.7, -5.3, 3.1
CCCC(c1nnnn1C1CCCC1)N1CCN(C(=O)c2ccco2)CC1 (stereo not given)
 : 2.1, 0.4, -1.1, 1.2, -2.2, 1.8, -2.7, 2.4, -3.6, -3.4
CC(C)C1Oc2ccccc2N(CC(=O)N(Cc2ccccn2)C2CC2)C1=O (stereo not given)
 : 0.7, 0.4, -7.7, -0.2, 1.8, -7.5, 2.2, 7.4, -0.7, 1.6
COc1ccc(N2CCN(C(=S)Nc3ccccc3OC)CC2)cc1
 : 3.5, 0.1, -4.6, 11.8, -17.6, -1.3, -0.7, 1.6, 3.5, 0.2
Cc1ccc2c(c1)c1c(n2CC(O)Cn2nc(C)c(Br)c2C)CCCC1 (stereo not given)
 : 3.5, 0.4, -1.2, -5.8, 7.2, 3.7, -2.8, -2.4, -8.2, 0.9
O=C(Nc1ccc(O)c(-c2nc3ccccc3s2)c1)C1=COCCO1
 : 0.3, 2.8, 8.9, 2.6, 1.2, -1.1, -1.5, -9.4, -5.3, 3.1
CC(Oc1ccc(Br)cc1)C(=O)NCc1ccccn1 (stereo not given)
 : 4.0, -2.0, -0.3, -8.8, -0.5, -8.3, 4.8, -2.7, -1.4, 10.8
Cc1ccc(CN(CC(=O)NCc2ccc3c(c2)OCO3)C(=O)c2csnn2)cc1
 : -3.2, 2.4, -1.2, 0.1, -5.1, 1.1, 4.7, -6.3, 3.9, -7.1
COc1ccc(CN(C)C(=O)c2ccc3c(=O)n4c(nc3c2)CCC4)cc1
 : 4.3, -1.8, -5.5, -5.5, -3.5, -2.9, 1.3, 1.4, 5.9, 6.7
COC(=O)CCC(=O)CN
 : 0.1, 2.8, -0.7, 4.5, 6.0, 2.3, -6.6, 6.0, 5.8, -1.5
Cc1cccc(-c2nc(CS(=O)CC(=O)NC3CCCC3)c(C)o2)c1 (stereo not given)
 : 1.9, 1.8, 4.2, -7.7, -6.7, -3.2, -0.1, -1.0, -6.2, 4.1
CCC(=O)Nc1nc2c(c(=O)[nH]1)CCCC2
 : -1.6, -3.4, 1.2, 7.0, -5.6, 2.9, -4.0, -2.5, -4.3, 10.9
CCN(C(=O)Cn1cnc2ccccc2c1=O)C1CCS(=O)(=O)C1 (stereo not given)
 : -5.3, 3.7, -4.7, -2.0, -4.9, -9.1, 7.0, 3.3, -0.2, -5.3
O=C(COC(=O)C1CC(O)CN1S(=O)(=O)c1ccc(Cl)cc1)c1ccccc1Cl (stereo not given)
 : 2.0, -1.8, -2.6, -6.4, -1.6, -13.8, -4.1, -1.5, -5.7, -9.9
Cc1nnc(N2C(=O)c3cccc4cccc(c34)C2=O)s1
 : 1.6, -2.8, 1.0, 6.0, 6.6, 3.4, -10.2, 1.2, 0.4, 1.4
Cc1ccc2cccc(NC(=S)NC(=O)c3ccccc3)c2n1
 : 2.9, -3.5, 10.9, -3.1, -6.8, -22.2, -4.6, -21.6, -7.5, 9.7
CC(=O)Nc1ccc(S(=O)(=O)N2CCC(c3nc4ccc(C)cc4[nH]3)CC2)cc1
 : -6.5, 2.1, 5.9, -11.9, 3.3, -4.0, 7.3, -8.4, -0.6, -6.6
COc1ccc(NC(=O)C(c2ccnc3ccccc23)n2c(=O)c(-c3ccccc3)nc3ccccc32)cc1 (stereo not given)
 : 1.5, 3.0, 16.6, 3.5, -12.1, -17.4, -6.1, ., 2.6, 6.8
O=C(CN1CCN(CC(=O)Nc2ccccc2F)CC1)Nc1cccc(F)c1
 : -2.2, -3.2, -2.8, -2.5, -17.2, 6.3, -4.0, 14.6, 6.5, 4.1
O=C(NCc1ccccc1)c1cccc(S(=O)(=O)NCc2ccccc2)c1
 : -1.7, -2.6, -1.5, 2.7, -8.8, -7.0, 1.4, -9.4, 4.1, 3.4
Cc1ccc(NC(=O)Cn2cnc3cc([N+](=O)[O-])ccc3c2=O)cc1
 : -2.3, -1.1, 17.7, -0.4, -10.0, 6.4, 0.1, -8.6, 4.3, 5.5
Cc1ccc(S(=O)(=O)n2ccc(-c3c(-c4ccccc4)noc3C)n2)cc1
 : 4.1, -3.8, -0.9, 0.4, -2.0, -10.2, 4.0, ., -7.3, .
COc1cc(OC)c(NS(=O)(=O)c2cc3[nH]c(=O)c(=O)[nH]c3cc2C)cc1Cl
 : 1.3, 0.8, 5.9, 4.1, 3.6, -3.8, -0.7, -1.6, -2.6, 12.5
CCS(=O)(=O)N1CCC(C(=O)NCCCOC)CC1
 : -6.1, 4.5, -0.8, -2.5, -2.6, 2.8, 2.9, -6.3, 8.0, -12.7

PRMT1 FP inh, entries above that show a hit.
mol	LEDGF integ inh	PRMT1 FP inh	TDP2 absorb	SIAE primary	ABHD4 inh	MBD2 inh	HTRA1 inh	GC-B act	TCR-CD3 inh
COc1ccccc1NC(=O)/C(C#N)=C/C=C/c1ccco1	25.0*	28.4*	-0.3	-1.6	14.9	6.1	3.1	2.0	-2.1

Next section:
Sequence of screens: LEDGF integ inh, PRMT1 FP inh, rCAG binder, TDP2 absorb, SIAE primary, ABHD4 inh, MBD2 inh, HTRA1 inh, GC-B act, TCR-CD3 inh
CCOc1ccc(NC2c3ccccc3C(=O)N2Cc2ccco2)cc1 (stereo not given)
 : 5.6, -2.8, 5.9, -1.7, 7.3, 1.3, 2.6, -2.8, -1.8, 0.3
Cc1cnc(C(=O)Nc2nnc(C3CC3)s2)cn1
 : -0.6, -0.6, -1.4, -3.2, -4.5, -1.3, 0.8, 1.0, 1.7, -0.4
COc1ccc(Cl)cc1NC(=O)COC(=O)CCCN1C(=O)c2ccccc2C1=O
 : 1.8, -0.8, -5.8, 9.3, 4.3, -3.8, -2.7, -6.7, -7.8, 0.8
Cc1ccc(S(=O)(=O)NCc2ccccc2)cc1C(=O)N1CC(C)CC(C)C1 (stereo not given)
 : 0.4, -1.0, -6.0, -6.4, 3.4, 2.0, 1.0, -10.5, -2.6, -2.6
Cc1ccc(S(=O)(=O)N(C)CC(=O)NCCCc2ccccc2)cc1
 : 0.5, 6.1, 0.7, -17.6, -7.0, -8.1, 2.1, 5.9, 4.9, -1.8
COc1ccc(CCNC(=O)[C@@H](NC(=O)N2CCn3c2nc2ccccc23)C(C)C)cc1OC
 : 3.2, -2.2, -7.4, -5.0, 1.3, -1.9, 1.7, -3.0, 1.2, 4.2
CCCc1ccc(C(=O)CCC(=O)NNC(=O)c2ccncc2)cc1
 : 0.3, -1.0, 0.1, -7.7, -4.5, -1.9, 1.2, 3.2, -4.0, -2.1
CC(=O)c1ccc(N(C(=O)CNC(=O)c2ccco2)C(C(=O)NC2CCCC2)c2ccncc2)cc1 (stereo not given)
 : 4.0, -2.8, 0.8, -14.7, -2.2, -8.8, 1.8, 12.9, -1.0, 0.5
COc1ccccc1C(=O)N1CCN(c2cccc(Cl)c2)CC1
 : 1.4, 2.6, -7.0, 8.8, -2.4, 6.1, 4.0, -7.5, 7.9, -5.9
COc1ccc(N/C=C/C(=C(C#N)C#N)N(C)C)cc1
 : 0.3, 1.4, 0.8, 3.8, 6.2, -2.0, -0.3, ., -3.6, -0.4
O=C(c1ccc(Cl)cc1)c1oc2ccccc2c1CS(=O)c1ccc(Cl)cc1 (stereo not given)
 : 0.2, 9.8, 6.8, 5.4, 3.4, 6.0, 2.0, -16.7, -6.2, -0.7
COc1ccc(C(O)(C(C)C)C(CN2CCOCC2)c2ccccc2)cc1 (stereo not given)
 : 5.5, -4.0, -10.3, -16.3, -0.4, -2.0, -0.2, -10.9, -12.3, 6.9
CCCCOc1ccc(C(=O)N/C(=C/C=C/c2ccccc2)C(=O)NCCCO)cc1
 : 2.0, 0.9, -2.6, -1.5, -7.3, -8.8, -3.7, -17.2, 2.1, 1.2
Cc1nc2c(ccc3nc(NC(=O)Cc4cccc5ccccc45)sc32)s1
 : -0.8, -1.9, 8.6, 11.7, -109.3, -1.2, 1.1, -45.6, 0.0, 1.6
CSc1ncccc1C(=O)NCc1ccccc1Cl
 : -0.2, 1.9, 0.3, -9.3, -5.0, 1.8, 2.0, 6.5, 4.2, -2.2
O=C(O/N=C\c1ccc(N2CCOCC2)c([N+](=O)[O-])c1)c1ccc(F)cc1
 : 1.8, 0.9, -1.2, 3.8, 3.2, -1.1, -6.9, 4.2, 0.8, -5.1
Cc1c(Cl)cccc1NC(=O)CSc1nnc(C)n1-c1ccccc1
 : -3.7, -1.7, -5.6, 1.8, -9.7, 0.7, -0.8, -6.9, 1.9, 3.8
COc1ccc(N2C(=O)C3CCCN3C2c2ccccc2Cl)cc1 (stereo not given)
 : -1.6, -1.9, 10.3, 2.7, 9.6, 4.7, -1.1, -1.5, -7.0, -0.4
O=C(C1COc2ccccc2O1)N1CCN(c2ccc(F)cc2)CC1 (stereo not given)
 : 1.3, -2.3, -8.2, -11.9, 11.4, -5.4, 3.7, -1.3, 0.5, -2.9
Cc1cc(C)n2c(SCC(=O)NC3CCCC(C)C3C)nnc2n1 (stereo not given)
 : 2.9, 0.6, 6.8, 5.8, 3.9, 1.1, 0.2, 0.5, 4.5, 4.0

The list is partial. The share of hits here may be higher or lower than overall.
